CXXC DNA block: inhibitors of human MLL CXXC domain-DNA interaction | MLL-CXXC / FITC-HOXA9 DNA fluorescence polarization | Potency, µM (doses to about 115 µM), inactives show at the highest dose activity change, negative = inhibition, usual class: inhibitors | 290,000 compounds, 0.037% hits; active = well fitted inhibition curve with a large enough effect in the polarisation, with a control signal flat, not every such curve was filed as active; inconclusive = small, poorly fitted or top-dose-only effect, or effect the other way, or a change in a side signal; inactive = no such curve, though single readings can be large or run the other way; the % refers to the polarisation; note: potency is the fitted concentration of half-maximal effect
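Fluorescence polarization: 7 uM MLL-CXXC (stock) preincubated 5 min with compounds, then 50 nM fluorescein-HOX-A9 DNA (stock) added; 30 min ambient. Buffer 50 mM Tris-HCl pH 7.5, 50 mM NaCl, 1 mM DTT, 0.05% BSA.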
BCR signal inh: inhibitors of chronic active B-cell receptor signaling; ABC-DLBCL IkBa-CBG/CBR reporter, luminescence ratio, 4 h; Potency, µM (top dose mostly 46.1 µM), for inactives: at the highest dose ratio change, negative = lower green/red ratio, actives largely listed as inhibitors; 340,000 compounds, 0.05% hits; AID 493014; active = well fitted inhibition curve with a large enough effect in the signal ratio, with a control signal flat, not every such curve was filed as active; inconclusive = small, poorly fitted or top-dose-only effect, or effect the other way, or a change in a side signal; the % refers to the signal ratio;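 note: potency is the fitted concentration of half-maximal effect; plate controls were basal doxycycline-induced cells for no effect and cells given 10 µM MG132 for full effect; MG132 reads +100%, hits lower the ratio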
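Cell line TMD8 (human ABC DLBCL), stably expressing tet-inducible CBG68-IkBa fusion and CBR; IMDM/0.5% FBS; cpd up to 46 uM; dox induction, 4 h, 37C/5% CO2; dual luminescence; green/red ratio; MG132 control.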
FBPA coupling cs: coupling enzyme interference in Giardia aldolase counter-screen. coupling enzyme system counterscreen, AmpLite Red fluorescence. activity change, negative = inhibition, % at 58.2 µM, hits read low. 290,000 compounds, 0.67% hits; in the data active = activity change below about -30%; note: % is set by controls: 0 for no effect and ±100 for the full control effect
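First, compound is pin-transferred into glyceraldehyde-3-phosphate coupling-enzyme reagent at 57.5 uM final and held 10 min at RT. Next, substrate, coupling system and AmpLite Red are added. After 20 min RT, fluorescence (525/598 nm) is read.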
Tb PFK inh: inhibitors of T. brucei phosphofructokinase; O15648; T. brucei PFK, ADP-Glo luminescence; Potency, µM (series often up to 57.5 µM), for inactives: at the highest dose activity, negative = inhibition, usual class: inhibitors; 330,000 compounds, 0.17% hits; AID 485367;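 note: potency is the fitted concentration of half-maximal effect; 0% = uninhibited 1x PFK enzyme wells and -100% = no-enzyme wells; nearly all actives have a fitted effect of over 60% in size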
Target sequence (O15648 whole entry, looked up): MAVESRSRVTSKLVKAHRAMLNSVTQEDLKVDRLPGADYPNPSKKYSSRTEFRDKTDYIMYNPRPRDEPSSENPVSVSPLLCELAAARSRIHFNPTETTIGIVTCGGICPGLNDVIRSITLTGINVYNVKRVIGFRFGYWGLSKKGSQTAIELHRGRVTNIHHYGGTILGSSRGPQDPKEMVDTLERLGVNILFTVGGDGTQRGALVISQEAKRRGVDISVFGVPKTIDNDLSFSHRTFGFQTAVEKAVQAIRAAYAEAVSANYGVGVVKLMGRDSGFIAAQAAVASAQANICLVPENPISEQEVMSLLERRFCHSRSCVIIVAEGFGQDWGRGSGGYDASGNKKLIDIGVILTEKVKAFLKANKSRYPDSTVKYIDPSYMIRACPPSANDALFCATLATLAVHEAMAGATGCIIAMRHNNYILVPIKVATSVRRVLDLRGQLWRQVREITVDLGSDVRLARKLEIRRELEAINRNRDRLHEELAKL
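PFK 1.25 nM, F6P 0.5 mM, ATP 0.1 mM, 0.1 M TEA pH 8.0, 5 mM MgCl2, 0.01% Tween20, 0.1% BSA; 45 min RT. ADP-Glo readout. qHTS titration up to 57 uM; curves fitted, compounds curve-classed.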
hERG WT inh: KCNH2 (human, wildtype) channel inhibition | activity change, % at 1.84 µM | 340,000 compounds, 0.37% hits | U2OS, BacMam KCNH2, thallium flux FluxOr; stronger effect = lower value | AID 720551;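 active = maximum activity change below -70%; inconclusive = maximum activity change between -70% and -50%; inactive = maximum activity change above -50%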; note: % is set by controls: 0 for no effect and ±100 for the full control effect
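U2OS cells were transduced with wild-type KCNH2 virus (2.03 x 10^8 / mL) for 4 h at room temperature, then cultured overnight at 37 C. Thallium flux was read with FluxOr dye. Rate constants were normalized to DMSO controls.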
GALK inhibitor: blocks human galactokinase activity; Purified GALK, Kinase-Glo residual ATP luminescence; Potency, µM (top dose mostly 57.5 µM), inactives show at the top dose activity change, negative = inhibition, hits mostly inhibitors; 270,000 compounds, 0.007% hits; note: potency is the fitted concentration of half-maximal effect; % is set by controls: 0 for no effect and ±100 for the full control effect
Target sequence (P51570 whole entry, looked up): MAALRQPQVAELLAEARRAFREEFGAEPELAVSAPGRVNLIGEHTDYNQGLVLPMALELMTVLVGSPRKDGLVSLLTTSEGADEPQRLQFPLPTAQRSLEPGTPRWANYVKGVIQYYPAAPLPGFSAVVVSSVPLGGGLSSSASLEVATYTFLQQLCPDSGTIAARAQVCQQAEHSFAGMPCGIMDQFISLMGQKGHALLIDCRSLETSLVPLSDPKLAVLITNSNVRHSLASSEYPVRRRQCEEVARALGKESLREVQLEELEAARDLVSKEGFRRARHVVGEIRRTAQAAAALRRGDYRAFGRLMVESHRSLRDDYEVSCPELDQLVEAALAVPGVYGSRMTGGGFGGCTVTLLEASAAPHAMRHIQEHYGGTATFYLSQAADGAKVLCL
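Human GALK (5 nM) with 35 uM ATP and 100 uM galactose in 20 mM HEPES pH 8.0, 5 mM MgCl2, 60 mM NaCl, 1 mM DTT, 0.01% BSA. After 1 h at room temperature, leftover ATP was read by Kinase-Glo Plus luminescence.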
TCR activator: activates T cell receptor signaling; primary human leukocytes, anti-CD3, IL-2 HTRF, 48 h; Potency, µM (top dose mostly 9.22 µM), inactives show at the highest dose activation of IL-2 secretion, usual class: activators; 330,000 tested, under 10 active; AID 504894; note: % of control where 0% means no effect
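48 hr co-incubation of compounds, a-CD3 beads and primary human leukocytes; IL-2 quantified homogeneously by HTRF with anti-IL-2 K and d2 conjugates.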
TSHR antag: human thyrotropin receptor antagonism; activity change, negative = inhibition, % at 11.5 µM; 330,000 compounds, 0.2% hits; TSHR-expressing cells, TSH-stimulated cAMP HTRF, 2 h; stronger effect = lower value; P16473;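 active = activity change below a set negative limit, meaning inhibition stronger than a set level, cut at about -70% in these data; inconclusive = activity change between two set negative limits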; note: % is set by controls: 0 for no effect and ±100 for the full control effect
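Cell-based HTRF cAMP assay; TSHR cells + compound, TSH EC80 (4nM final), 2 h, 37 deg C. Lysis with anti-cAMP cryptate and cAMP-d2, 30 min RT, read 665/620 nm.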
A-T KAP1 phos: potential ataxia-telangiectasia treatments restoring KAP-1 phosphorylation; […] A-T fibroblasts, KAP-1 phosphorylation AlphaLISA; neocarzinostatin DNA damage 30 min before lysis; Potency, µM (doses to about 57.5 µM), without a hit: top-dose activation, most hits filed as activators; 320,000 compounds, 0.19% hits; note: potency is the fitted concentration of half-maximal effect; % of control where 0% means no effect; nearly all actives have a fitted effect of over 45% in size
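ATM-like activity read as KAP-1 phosphorylation via AlphaLISA donor/acceptor antibody pairs after lysis and 6 hr at 25C. Cells were ATM-null patient fibroblasts ([…], hTERT), dosed 60 min, then exposed to the DSB inducer NCS for 30 min.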
Giardia killer: Giardia lamblia killing | activity change, % at 7.66 µM, hits read low | Giardia lamblia trophozoite viability | 340,000 compounds, 0.15% hits | AID 540267; in the data active = activity change below about -80%; inconclusive = between about -30% and that limit;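 note: parasites exposed to compound for two days anaerobically before the ATP read; % is set by controls: 0 for no effect and ±100 for the full control effect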
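Media and compound were dispensed first, then trophozoites at 100 cells/well; plates sat 48 hrs at 37 deg C without oxygen before ATP luminescence reagent was added and read after 15-30 min at room temperature.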
* hit, by the source's call; u = inconclusive; x = no result given; [ ] = another dose, or the depositor's remark. Unless noted, calls come from the whole dose curve; as a rule, active = well fitted curve in the direction sought with a large enough effect; inconclusive = small, poorly fitted or top-dose-only effect, or another doubt; inactive = no such curve, though single readings can be large; an effect the other way counts as inactive or inconclusive.

SMILES	CXXC DNA block	BCR signal inh	FBPA coupling cs	Tb PFK inh	hERG WT inh	GALK inhibitor	TCR activator	TSHR antag	A-T KAP1 phos	Giardia killer
C=CCc1cccc2cc(C(=O)Nc3ccc(CC(=O)O)cc3)c(=O)oc12	6%	u	8	-7%	12	4%	-6%	-11	2%	-5
COCCNC(=O)CN(C(=O)CCC(=O)Nc1ccccn1)c1ccc(OC)cc1	-7%	0%	2	0%	-7	3%	-2%	25	3%	-9
CCC(Sc1nc2cc(OC)c(OC)cc2c(=O)n1CCc1ccc(OC)c(OC)c1)C(=O)NCCOC (stereo not drawn)	9%	-14%	-1	3%	-21	2%	-4%	-10	5%	6
CCS(=O)(=O)C1=NN2C(=N)/C(=C\c3ccc(SCc4ccco4)o3)C(=O)N=C2S1	u	u	5	u	-5	-7%	-12%	-18	5%	-4
COc1ccc(S(=O)(=O)Nc2cccc3c2O[C@H](CN(C)C(=O)Nc2ccccc2)[C@@H](C)CN([C@H](C)CO)C3=O)cc1	x	6%	x	-3%	5	x	-7%	-9	10%	-21
c1ccc(-c2nnsc2-c2ccccc2)cc1	21%	1%	1	2%	-16	x	-1%	-8	20%	14
COCCNC(=S)N(CCc1c(C)[nH]c2ccc(Cl)cc12)Cc1cccnc1	3%	u	2	0%	-1	-1%	-1%	-8	37%	-18
O=C(Cc1ccc(Br)cc1)NCc1ccccc1	1%	u	-1	-15%	-300*	x	1%	21	5%	19
CCOC(=O)C(C)Sc1nnc(CSc2nc3nc(C)cc(C)n3n2)o1 (stereo not drawn)	1%	-2%	6	4%	0	0%	-4%[46.1 µM]	2	3%	-3
O=C(Nc1cccc(C(F)(F)F)c1)Oc1ccc(Cl)c2cccnc12	-14%	u	-10	-21%	8	2%	3%	-35	-3%	-3
CCOC(=O)C1CCN(C(=O)c2oc3ccc(S(=O)(=O)N4CCCCCC4)cc3c2C)CC1	12%	2%	2	2%	-12	-3%	-8%	3	-3%	4
COC(=O)c1ccc(N2CN=C(c3ccc(C)cc3)NC2=S)cc1	-6%	u	1	-1%	11	3%	-9%[46.1 µM]	19	-6%	-5
CC1Sc2ccc(S(=O)(=O)CCC(=O)NCc3cccs3)cc2NC1=O (stereo not drawn)	9%	1%	x	-1%	2	3%	3%	4	2%	-11
Cc1cccn2c(=O)c3cc(C(=O)NC4CCCCC4C)n(C)c3nc12 (stereo not drawn)	-2%	12%	-3	0%	0	0%	11%	-6	13%	45[activator]
COc1ccc(Br)cc1CNc1ccc2[nH]c(=O)[nH]c2c1	27%	0%	0	-8%	25	-1%	-10%	-6	4%	6
CC(=O)Nc1cccc(-c2csc(Nc3ccc(Cl)cn3)n2)c1	-1%	u	-3	7%	-3	-4%	0%	-7	3%	-15
COc1cccc2c(=O)n(CC(=O)Nc3ccccc3F)ccc12	-12%	-1%	-2	0%	6	0%	5%	16	14%	11
CC(C)c1cc(=O)n2[nH]c(SCc3ccccc3Cl)nc2n1	20%	u	9	-25%	2	x	-32%	-8	-5%	6
Cc1ccc(C(=O)N2CCCC2)cc1S(=O)(=O)Nc1cccc(C)c1C	16%	-2%	2	4%	-9	0%	5%	-12	0%	-26
CCCN(C(=O)c1ccco1)c1nnc(-c2cccc(C)c2)s1	-9%	u	-2	0%	x	8%	5%	-7	27%	-26
COc1ccccc1/C=N/NC(=O)c1ccc(Br)cc1	1%	u	-1	1%	3	-1%	1%	-9	0%	-10
CSc1sccc1/C=C(/C#N)C(=O)c1ccco1	-5%	9%	0	27%	-2	-10%	6%	5	11%	-12
c1ccc(Oc2nc3ccccc3n3cccc23)cc1	-14%	6%	-3	-1%	4	0%	5%	28	9%	-16
CCOC(=O)c1c(C)oc2c1cc(NS(=O)(=O)c1ccc(C(=O)O)cc1)c1ccccc12	-7%	u	-20	-7%	-2	-6%	-8%	0	-6%	5
Cc1cccc(N2CCN(C(c3ccncc3)c3nnnn3C(C)(C)C)CC2)c1C (stereo not drawn)	7%	0%	3	-3%	-3	1%	-3%	-6	6%	-5

Some of these compounds in order of their number in BCR signal inh, high to low:
compound	CXXC DNA block	BCR signal inh	Tb PFK inh	GALK inhibitor	TCR activator	TSHR antag
c1ccc(-c2nnsc2-c2ccccc2)cc1	21%	1%	2%	x	-1%	-8
COCCNC(=O)CN(C(=O)CCC(=O)Nc1ccccn1)c1ccc(OC)cc1	-7%	0%	0%	3%	-2%	25
CCOC(=O)C(C)Sc1nnc(CSc2nc3nc(C)cc(C)n3n2)o1 (stereo not drawn)	1%	-2%	4%	0%	-4%[46.1 µM]	2

Further records
SMILES	CXXC DNA block	BCR signal inh	FBPA coupling cs	Tb PFK inh	hERG WT inh	GALK inhibitor	TCR activator	TSHR antag	A-T KAP1 phos	Giardia killer
O=C(NN1CCOCC1)c1ccc([N+](=O)[O-])cc1	-4%	-2%	0	2%	-8	1%	x	-6	-4%	17
COc1ccc(C2/C(=C(/O)c3ccc(Br)cc3)C(=O)C(=O)N2C)cc1 (stereo not drawn)	-8%	5%	-2	0%	-20	4%	2%	38	28%	-8
CCN(CC)c1ccc(/C=N/NC(=S)NCc2ccco2)cc1	14%	-6%	-1	1%	38	3%	0%[46.1 µM]	-14	-11%	-1
CC(C)(C)c1cc(NC(=O)c2cc(F)c(F)c(F)c2F)no1	13%	u	1	-18%	2	1%	0%	1	-7%	5
CC(=O)Nc1ccc(/C(C)=N/NC(=O)c2ccncc2)cc1	-1%	u	-1	0%	2	-1%	9%	-13	2%	-9
CSc1cccc(NC(=S)N(CCCN2CCCC2)Cc2cccs2)c1	-1%	-4%	0	6%	11	0%	-1%	2	3%	5
Cn1c(SCC(=O)Nc2ccc3c(c2)OCO3)nnc1C(F)(F)F	x	0%	x	2%	7	x	-2%	x	1%	12
Cc1ccccc1C(=O)N1CCC(n2nccc2NC(=O)C2CC2)CC1	-1%	-5%	x	-1%	-2	-3%	0%	43	26%	3
COc1ccc(N2CC(NS(=O)(=O)c3ccc4ccccc4c3)CC2=O)cc1OC (stereo not drawn)	x	-19%	x	-3%	4	x	-8%	-5	-3%	-2
CCOC(=O)N1CCC(NC(=O)c2cnn3ccccc23)CC1	3%	u	0	-2%	3	1%	3%	13	-1%	6
COc1cc(CNCCc2c[nH]c3ccccc23)ccc1OCc1ccc(F)cc1	u	-22%	-1	-2%	-20	-2%	0%	9	1%	8
CCN(CC(=O)Nc1c(F)cccc1F)C(=O)CCc1nc2ccccc2c(=O)[nH]1	x	-2%	x	-6%	1	x	3%	0	2%	-13
CCOC(=O)C1(Cc2ccc(OC)cc2)CCN(C(=O)Cn2cnnn2)CC1	-6%	14%	0	2%	11	2%	-5%	8	-2%	16
O=C(NC1CCCc2ccccc21)c1n[nH]c(=O)c2ccccc12 (stereo not drawn)	-4%	-5%	3	4%	2	13%	6%	1	6%	6
Cc1cccc(N(C)S(=O)(=O)c2ccc(-c3cc(C)no3)s2)c1	15%	u	3	4%	25	0%	4%	10	-5%	13
CN(Cc1ccccc1)C(=O)Nc1ccccc1	-1%	x	2	x	-6	2%	12%	x	x	-10
O=C(N/C(=C/c1ccccc1)C(=O)N1CCCCC1)c1ccccc1	-7%	-1%	x	0%	3	-2%	4%	-4	-11%	2
Cc1ccc(N(C)C(=O)c2cc(S(=O)(=O)N3CCCCC3)c[nH]2)cc1	-12%	7%	-3	1%	-21	x	0%	16	8%	16
Cc1ccc(N/C(SCc2ccccc2C)=C(/C#N)C(=O)NCc2ccco2)cc1C	1%	15%	-5	-1%	2	0%	-6%	-23	-9%	-14
COc1ccccc1NS(=O)(=O)c1ccc(NC(=O)Cc2cccs2)cc1	6%	0%	0	-1%	7	-4%	-10%[46.1 µM]	20	5%	-16
N#Cc1ccccc1NC(=O)C1SC(=Nc2ccccc2)C(C(=O)Nc2ccc(Cl)cc2)=C1N (stereo not drawn)	31%[activator]	u	-5	2%	-5	1%	4%	-16	-1%	-7
C#CCOCCOCCOCCNc1nc(N2CCN(C(=O)[C@H](CCC(=O)O)n3cc(C(N)CO)nn3)CC2)nc(N2CCN(C(=O)[C@H](CCC(=O)O)n3cc(C(N)CC(C)C)nn3)CC2)n1 (stereo partly drawn)	u	u	-4	-3%	x	-2%	x	16	18µM*	x
COC(=O)c1cc(C#N)c(NCc2ccccc2)nc1C	7%	u	1	-3%	5	0%	16%	12	31%	-2
CNc1csc(C)c(C)c1=O	5%	u	2	5%	6	-3%	-7%	32	-5%	-7
Cc1ccc(S(=O)(=O)Nc2ccc3c(c2)CCC3)cc1C	-6%	10%	0	12%	5	0%	4%[46.1 µM]	9	2%	-18

Assay outcomes (PubChem BioAssay)

Not a hit list, and some 1.6% of all compounds hit somewhere here.
